From PubChem
POLB inh = DNA polymerase beta (human) inhibition; AID 485314; Potency, µM (titrated, usually from 114 µM), for inactives: top-dose activity change, negative = inhibition, actives largely listed as inhibitors; P06746; hit rate 1.3% among 340,000; Pol beta primer extension/strand displacement, fluorescence kinetic; note: % is set by controls: 0 for no effect and ±100 for the full control effect
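Curves were derived by four-parameter Hill fits of normalized qHTS data. The kinetic fluorescent primer-extension read was taken at 0 and 10 min after 50 nM substrate, following a 15 min room-temperature preincubation of 10 nM enzyme with compounds.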
Pol kappa inh = inhibitors of human DNA polymerase kappa | purified Pol kappa, fluorescent DNA synthesis assay, 10 min | Q9UBT6 | Potency, µM (series often up to 107 µM), for inactives: at the top dose activity, negative = inhibition, actives largely listed as inhibitors | hit rate 0.53% among 400,000 | AID 588579; note: % is set by controls: 0 for no effect and ±100 for the full control effect
Target sequence (Q9UBT6 whole entry, looked up): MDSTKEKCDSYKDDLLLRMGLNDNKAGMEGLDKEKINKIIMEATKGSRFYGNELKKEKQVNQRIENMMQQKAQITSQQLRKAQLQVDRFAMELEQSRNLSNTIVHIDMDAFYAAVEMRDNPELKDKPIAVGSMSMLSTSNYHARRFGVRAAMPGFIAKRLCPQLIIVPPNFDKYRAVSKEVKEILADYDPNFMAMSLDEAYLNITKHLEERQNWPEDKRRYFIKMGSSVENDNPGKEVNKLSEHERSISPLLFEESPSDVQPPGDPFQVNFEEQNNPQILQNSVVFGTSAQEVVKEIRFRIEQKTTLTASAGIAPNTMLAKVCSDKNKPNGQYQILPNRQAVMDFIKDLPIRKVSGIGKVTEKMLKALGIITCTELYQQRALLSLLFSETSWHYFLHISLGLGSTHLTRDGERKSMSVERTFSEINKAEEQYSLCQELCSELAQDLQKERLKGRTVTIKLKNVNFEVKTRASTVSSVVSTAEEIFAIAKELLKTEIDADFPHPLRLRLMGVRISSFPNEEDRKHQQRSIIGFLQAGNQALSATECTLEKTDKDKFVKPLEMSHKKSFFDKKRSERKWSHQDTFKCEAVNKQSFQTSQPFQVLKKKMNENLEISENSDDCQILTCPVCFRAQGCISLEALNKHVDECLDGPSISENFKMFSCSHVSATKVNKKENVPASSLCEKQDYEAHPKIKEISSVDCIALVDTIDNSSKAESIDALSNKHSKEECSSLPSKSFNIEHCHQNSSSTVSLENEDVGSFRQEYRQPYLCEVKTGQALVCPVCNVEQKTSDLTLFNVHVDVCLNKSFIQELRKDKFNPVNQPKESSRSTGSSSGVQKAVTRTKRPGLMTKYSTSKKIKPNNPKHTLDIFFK
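Kinetic fluorescence readout at 0 and 10 min followed reaction start with substrate at 50 nM final. Beforehand, enzyme (10 nM Pol kappa) stood 15 min with compound at room temperature; buffer-only wells were negative controls.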
BAZ2B inh = BAZ2B (human) inhibition | AlphaScreen BAZ2B-H3K14Ac peptide displacement | Potency, µM (titrated, usually from 114 µM), for the others: top-dose activity change, negative = inhibition, usual class: inhibitors | hit rate 4.4% among 360,000; note: % is set by controls: 0 for no effect and ±100 for the full control effect; nearly all actives have a fitted effect of over 60% in size
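BAZ2B (50 nM) with biotin-H3(5-23)K14Ac peptide (50 nM) in PBS pH 7.4, 0.01% Tween-20, preformed 30 min, then compound 30 min at room temperature; top concentration 110uM. AlphaScreen streptavidin donor/nickel chelate acceptor beads (10 ug/mL final), 20 min dark, signal read.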
POLI inh = DNA polymerase iota (human) inhibition | hit rate 1% among 390,000 | Q9UNA4 | Pol iota fluorescent replication assay, 10 min | Potency, µM (highest dose often 115 µM), for the others: at the top dose activity, negative = inhibition, usual class: inhibitors
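Fluorescent replication assay read twice, at 0 min and 10 min after adding 50 nM (final) substrate. Enzyme (10 nM) and compounds were first incubated 15 min at room temperature; enzyme-free buffer wells were negative controls.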
G9a inh = inhibitors of human histone lysine methyltransferase G9a | Potency, µM (titrated, usually from 102 µM), without a hit: at the top dose activity, negative = inhibition, actives largely listed as inhibitors | G9a H3K9 monomethylation, AlphaScreen, 2 h | Q96KQ7 | hit rate 8.8% among 350,000; note: % is set by controls: 0 for no effect and ±100 for the full control effect; nearly all actives have a fitted effect of over 75% in size
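Signal arises when biotinylated H3K9 peptide, once monomethylated, bridges streptavidin donor and antibody-captured acceptor beads. Enzyme at 20 nM was preincubated 15 min with test compounds; peptide 500 nM and SAM 20 uM then reacted for 2 h.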
POLH inh = blocks human DNA polymerase eta activity. Q9Y253. recombinant Pol eta, fluorescent DNA replication assay. Potency, µM (top dose mostly 114 µM), for the others: at the highest dose activity change, negative = inhibition, actives largely listed as inhibitors. hit rate 1.2% among 390,000. AID 588591; note: % is set by controls: 0 for no effect and ±100 for the full control effect
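Fluorescent replication assay: 50 nM final substrate added after a 15 min room-temperature compound preincubation with 10 nM enzyme. Signal taken at 0 min and again at 10 min.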
APEX1 inh = inhibitors of human APE1 endonuclease. P27695. Potency, µM (top dose mostly 65.8 µM), for inactives: at the highest dose activity change, negative = inhibition, most hits filed as inhibitors. recombinant APE1, TAMRA/BHQ-2 abasic DNA cleavage fluorescence. AID 2517. hit rate 0.35% among 350,000;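 note: plate controls were vehicle for no effect and reference inhibitor for full effect; nearly all actives have a fitted effect of over 55% in size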
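APE1 at 0.75 nM final was preincubated with compound 15 min at room temperature, then 50 nM double-stranded THF abasic-site substrate (5'-TAMRA/3'-BHQ-2) was added. Fluorescence (ex 525/em 598 nm) was read kinetically; third-minus-first read gave activity.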
JMJD2A Tudor inh = blocks the human JMJD2A Tudor domain; AID 504339; O75164; AlphaScreen JMJD2A-Tudor / H3K4me3 peptide binding; hit rate 4.4% among 390,000; Potency, µM (series often up to 114 µM), for the others: at the highest dose activity change, negative = inhibition, hits mostly inhibitors; note: % is set by controls: 0 for no effect and ±100 for the full control effect; nearly all actives have a fitted effect of over 50% in size
BLM inh = Bloom syndrome helicase (human) inhibition; P54132; recombinant BLM DNA unwinding, fluorescence dequenching; Potency, µM (series often up to 56.1 µM), for inactives: top-dose activity change, negative = inhibition, hits mostly inhibitors; hit rate 0.2% among 350,000; AID 2528;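 note: plate controls were vehicle for no effect and no enzyme for full effect; nearly all actives have a fitted effect of over 35% in size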
Numbers without * were called inactive; ? = inconclusive; / = no result given; & = joins results of further samples; [ ] = dose if it differs, or a comment. Calls come from the whole dose curve; as a rule, active = well fitted curve in the direction sought with a large enough effect; inconclusive = small, poorly fitted or top-dose-only effect, or another doubt; inactive = no such curve, though single readings can be large; an effect the other way counts as inactive or inconclusive. Potency is the fitted concentration of half-maximal effect.

Each structure is followed by: POLB inh, Pol kappa inh, BAZ2B inh, POLI inh, G9a inh, POLH inh, APEX1 inh, JMJD2A Tudor inh, BLM inh
COc1ccc2[nH]cc(CCNc3cc(-c4ccc5c(c4)OCO5)ncn3)c2c1
 : /, -10%[60.1 µM], /, /, 7%[0.501 µM], /, 4%, /, -5%
O=[N+]([O-])c1ccccc1CNC1CCCCCC1
 : 7%, -28%, ?, ?, 22µM*, -1%, 8%, 50µM*, 1%
CCOc1cc(/C=N/N=C(N)N)ccc1OCc1ccc(Cl)cc1
 : 79µM*, 6%, ?, 13%, ?, -16%, -5%, ?, 25%
CCCc1nnc(NC(=O)CN2C(=O)c3ccccc3C2=O)s1
 : -3%, -4%, 10%, 4%, 9%[12.7 µM], 9%, 7%, ?, 3%
CN(C1CCCCC1)S(=O)(=O)c1ccc(NC(=O)c2ccco2)cc1
 : -1%, -15%, 1%, -10%, 0%[12.7 µM], -20%, -6%, ?, -5%
O=C(Nc1ccc2c(c1)CN(Cc1ccccc1O)CC2)C1CCCO1 (stereo unspecified)
 : 37%, -4%, -5%, 11%, /, -8%, -6%, 7%, 0%
Cc1ccc(S(=O)(=O)NC2CC2)cc1
 : 1%, 9%, -11%, 21%, 18%, -10%, -7%, -2%, -1%
COc1ccc(Nc2nc(NCC3CCCO3)nc(N)c2[N+](=O)[O-])cc1 (stereo unspecified)
 : 0%, -5%, -19%, -5%, /, -2%, 14%, -27%, -13%
O=C(NCCCCNC(=O)C(F)(F)F)C(F)(F)F
 : 0%, 4%, -13%, 7%, -35%[59 µM], -7%, -2%, -9%, -5%
CC(=O)c1ccc(NC(=O)CCc2c(C)nn(-c3ccc4nncn4n3)c2C)cc1
 : -3%, -14%[60.1 µM], 14%, 10%, 63%[activator][59 µM], -6%, /, -24%, 2%
O=C(O)C1=CCCc2ccc(F)cc21
 : /, -16%, /, 3%, /, -15%, /, -14%, /
CCCCN(C(=O)c1c(CC)noc1C)c1c(N)n(CC(C)C)c(=O)[nH]c1=O
 : /, -7%, 0%, 16%, 15%[12.7 µM], -17%, 10%, -4%, /
CCNC(=S)Nc1cc(Cl)ccc1Oc1ccccc1
 : -8%, -21%, 11%, 11%, 22%[59 µM], -29%, -2%, 20%, -10%
CCn1c(COc2ccc(OC)cc2)nnc1SCC(=O)Nc1cc(OC)ccc1OC
 : -2%, -21%, -6%, 11%, 7%[12.7 µM], 1%, -3%, -34%, -8%
O=c1cc(Cn2nnc(-c3ccc(Cl)cc3)n2)nc2sccn12
 : 12%, -6%, 13%, 24%, 24%, -12%, 1%, -1%, 1%
Cc1ccc(NC(=O)COC(=O)Cn2cnc3ccccc32)c(C)c1
 : /, -10%, /, 48%[activator], /, -17%, 22%, -10%, /
O=C(COC(=O)Cc1c[nH]c2ccccc12)NCCc1ccccc1
 : /, 5%, -3%, 29%, -36%, -21%, 11%, ?, /
Cc1ccc2nc(NC(=O)C3CCCN(S(=O)(=O)c4cccc5nsnc45)C3)sc2c1 (stereo unspecified)
 : 10%, -9%, -39%, -1%, 35µM*, -16%, 5%, ?, -11%
CCN1CCN(C(c2nnnn2Cc2ccc3c(c2)OCO3)C(C)C)CC1 (stereo unspecified)
 : -2%, 5%, 12%, 10%, -45%[59 µM], -12%, 2%, -14%, -13%
COc1ccc2[nH]c(O)c(N=NC(=O)Cc3cccs3)c2c1
 : ?, -40%, 35µM*, ?, -120%[59 µM], 32µM*, -5%, 28µM*, -24%

In another format: results already given.
structure | POLB inh | Pol kappa inh | BAZ2B inh | POLI inh | G9a inh | POLH inh | APEX1 inh | JMJD2A Tudor inh | BLM inh
COc1ccc2[nH]c(O)c(N=NC(=O)Cc3cccs3)c2c1 | ? | -40% | 35µM* | ? | -120%[59 µM] | 32µM* | -5% | 28µM* | -24%
O=c1cc(Cn2nnc(-c3ccc(Cl)cc3)n2)nc2sccn12 | 12% | -6% | 13% | 24% | 24% | -12% | 1% | -1% | 1%

Next part
Each structure is followed by: POLB inh, Pol kappa inh, BAZ2B inh, POLI inh, G9a inh, POLH inh, APEX1 inh, JMJD2A Tudor inh, BLM inh
N#Cc1ccc(CN2CCCC3(CCN(C(=O)c4ccco4)CC3)C2)cc1
 : /, 7%[60.1 µM], /, /, 0%[12.7 µM], /, -2%, /, 5%
CCN(CC(=O)NCc1cccs1)C(=O)CCOc1ccccc1C
 : 16%, -9%, -13%, 10%, 41%, -4%, 25%, -6%, -1%
Cc1ccc(NC(=O)C2CC(=O)NC(N3CCCCC3)=N2)cc1Cl (stereo unspecified)
 : 17%, 3%, 8%, 7%, 10%[59 µM], 10%, 2%, -10%, 0%
COCCNC(=O)Cn1c(=O)n(Cc2ccco2)c(=O)c2ccccc21
 : 20%, 0%, ?, 13%, 3%[59 µM], -9%, 18%, -11%, 0%
CCc1c(C)nc2[nH]ncn2c1=O
 : /, -9%, /, 6%, /, -1%, /, -8%, /
CC(=O)c1c(C)[nH]c(C(=O)OCc2cc(=O)n3cc(Br)ccc3n2)c1C
 : /, ?, -28%, ?, 6%[12.7 µM], -10%, 39%[activator], -27%, /
CCOc1ccc(/C=C/C(=O)Oc2ccccc2)cc1
 : 12%, 1%, -5%, 95%[activator], /, -3%, -5%, 0%, -1%
CC(C)C(NS(=O)(=O)c1cccs1)C(=O)NCc1ccccc1 (stereo unspecified)
 : 41%, 1%, 4%, 175%[activator], 7%, -22%, 20%, -7%, -2%
CCOc1ccc(-n2c(C)nc3cc(C(=O)NCCC4=CCCCC4)ccc32)cc1
 : -13%, -12%[60.1 µM], 3%, -26%, -6%[59 µM], -6%, /, -30%, -11%
CSCCC(NS(=O)(=O)c1ccc(Cl)cc1)C(=O)OCc1c(Cl)cccc1Cl (stereo unspecified)
 : 21%, -20%, 8%, 8%, 31%[59 µM], -11%, -7%, -12%, -9%

A second format for 4 compounds above.
COCCNC(=O)Cn1c(=O)n(Cc2ccco2)c(=O)c2ccccc21
  POLB inh = 20%	Pol kappa inh = 0%	BAZ2B inh = ?	POLI inh = 13%	G9a inh = 3%[59 µM]	POLH inh = -9%	APEX1 inh = 18%	JMJD2A Tudor inh = -11%	BLM inh = 0%

CCc1c(C)nc2[nH]ncn2c1=O
  POLB inh = /	Pol kappa inh = -9%	BAZ2B inh = /	POLI inh = 6%	G9a inh = /	POLH inh = -1%	APEX1 inh = /	JMJD2A Tudor inh = -8%	BLM inh = /

CC(=O)c1c(C)[nH]c(C(=O)OCc2cc(=O)n3cc(Br)ccc3n2)c1C
  POLB inh = /	Pol kappa inh = ?	BAZ2B inh = -28%	POLI inh = ?	G9a inh = 6%[12.7 µM]	POLH inh = -10%	APEX1 inh = 39%[activator]	JMJD2A Tudor inh = -27%	BLM inh = /

CCOc1ccc(/C=C/C(=O)Oc2ccccc2)cc1
  POLB inh = 12%	Pol kappa inh = 1%	BAZ2B inh = -5%	POLI inh = 95%[activator]	G9a inh = /	POLH inh = -3%	APEX1 inh = -5%	JMJD2A Tudor inh = 0%	BLM inh = -1%

Continued.
Each structure is followed by: POLB inh, Pol kappa inh, BAZ2B inh, POLI inh, G9a inh, POLH inh, APEX1 inh, JMJD2A Tudor inh, BLM inh
Cc1csc(NC(=O)C2CCCN(S(=O)(=O)c3cccnc3)C2)n1 (stereo unspecified)
 : 7%, -8%, -4%, 6%, 16%, -14%, -1%, -6%, 2%
O=C(Cc1ccc(Cl)cc1)NN1C(=O)c2ccccc2C1=O
 : 53%, 10%[60.1 µM], 5%, 3%, 8%[59 µM], -3%, 0%, -15%, 3%
CCN(CC)S(=O)(=O)c1ccc(N2CCOCC2)c(NC(=O)c2ccc(NC(C)=O)cc2)c1
 : 13%, -18%, -9%, 7%, 1%[12.7 µM], -3%, -7%, -15%, -3%
Cc1ccc2[nH]c3c(=O)n(CC(=O)NCCc4ccc(Cl)cc4)ncc3c2c1
 : 33%&3%, 3%&1%, -9%, 41%&9%[activator], 6%&-8%[59 µM], -19%&-22%, 31%[activator], -9%&-7%, 0%&1%
CCCCN1C(=O)c2ccc(C(=O)Nc3cccc(C)c3C)cc2C1=O
 : 18%, -8%, ?, 30%, 2%, -19%, 0%, -9%, 0%
Cn1cnnc1SCC(=O)c1ccc2c(c1)NC(=O)CO2
 : /, 1%, -3%, 10%, 19%[12.7 µM], -17%, 4%, -14%, /
CN(Cc1ccccc1)C(=O)CCc1ccccc1
 : 33%, -8%, -2%, 12%, 17%[59 µM], 1%, -3%, 8%, -1%
CCC(C)C(NC(C)=O)C(=O)NC(=O)NC(c1ccccc1)c1ccccc1 (stereo unspecified)
 : 3%, -17%[60.1 µM], 1%, -18%, ?, -5%, -4%, -15%, -3%
COc1ccc(NC(=O)Nc2c(C)n(-c3ccccc3)c(=O)n2C)cc1OC
 : 14%, 0%, 10%, -9%, -2%[12.7 µM], -6%, 0%, 1%, -1%
Nc1nc(N)c2[nH]c(-c3ccccc3)nc2n1
 : 2%, -26%, -26%, 111%[activator], 10%, ?, 55%[activator], -10%, -6%
CCCCCOc1ccc(C(O)C(CN2CCOCC2)c2ccccc2)cc1 (stereo unspecified)
 : 18%, -2%, -2%, 27%, /, -28%, -5%, ?, -3%
O=C(O)c1ccc(S(=O)(=O)NCC2CCCO2)cc1 (stereo unspecified)
 : 51%, 2%, 9%, 29%, 1%, -19%, 11%, -4%, -1%
Cc1ccc(CC(=O)O/N=C(\N)c2cccc([N+](=O)[O-])c2)cc1
 : -3%, -1%[60.1 µM], -6%, -14%, 15%[59 µM], -2%, -5%, -17%, -4%
COc1ccccc1N1CCc2c(C)nc3c(OC)cccc3c21
 : -16%, -2%, -3%, 1%, 8%[12.7 µM], -13%, 0%, 2%, 2%

A portion of the library. The share of hits here may be higher or lower than overall.
